High-throughput results as filed in PubChem BioAssay.
Mdm2 MdmX PPI = inhibitors of human Mdm2-MdmX association, primary screen, cell-based, luminescence, split luciferase, SaOS-2, uHTS | Protein Mdm4 (Homo sapiens) + E3 ubiquitin-protein ligase Mdm2 (Homo sapiens), … | SaOS-2 split-luciferase Mdm2/MdmX complementation | inhibition, % at 8 µM | actives 3% (n = 330,000) | AID 485346, 2010;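 active = inhibition of at least 50% at 8 µM in the primary screen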
tim23-1 inh = growth inhibitors of tim23-1 mutant yeast, primary screen, luminescence, uHTS; actives 1.3% (n = 330,000); inhibition, % at 20 µM; S. cerevisiae tim23-1 growth, BacTiter-Glo luminescence, 24 h; AID 463212, 2010;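 active = growth inhibition of the mutant yeast at or above 50%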;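 also: temperature-sensitive mutant grown at 25 °C; plate controls were DMSO-treated mutant yeast for no effect and medium wells lacking yeast for full effect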
697 NFkB inh = inhibitors of PMA/ionomycin-induced NF-kB reporter, 697 cells, primary screen, B-cell NF-kB inhibitor project, cell-based, luminescence, uHTS | actives 0.33% (n = 330,000) | 697 B-cell NF-kB luciferase reporter, 16 h | inhibition, % at 4 µM | AID 435022, 2010; in the data active = inhibition above about 35%
APJ ag = agonists of human apelin receptor APJ, primary screen, CHO-K1 cells, PathHunter beta-arrestin, luminescence | activation, % at 20 µM | actives 0.11% (n = 330,000) | AID 2520, 2010 | 0% DMSO wells, 100% apelin;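 active = activation more than six SD over the plate average, tested at 20 µM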;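 also: 0% = DMSO alone and 100% = apelin-13 at 10 nM; some results filed as inactive read as strong as hits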
Target sequence (P35414 whole entry, looked up): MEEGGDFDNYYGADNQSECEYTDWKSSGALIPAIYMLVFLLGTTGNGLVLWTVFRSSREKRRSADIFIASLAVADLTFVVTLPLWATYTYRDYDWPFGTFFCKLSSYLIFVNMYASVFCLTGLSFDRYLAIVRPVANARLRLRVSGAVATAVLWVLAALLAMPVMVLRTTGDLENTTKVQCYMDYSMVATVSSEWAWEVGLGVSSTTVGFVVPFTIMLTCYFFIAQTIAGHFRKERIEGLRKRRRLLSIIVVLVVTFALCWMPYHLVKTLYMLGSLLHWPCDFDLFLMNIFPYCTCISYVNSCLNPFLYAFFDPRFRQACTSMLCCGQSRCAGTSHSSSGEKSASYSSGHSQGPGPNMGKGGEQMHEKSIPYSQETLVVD
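Material: CHO-K1 APJ beta-arrestin complementation cell line; Input: cell density 1000 per well; Incubation: compound stimulation 90 min at 25 °C, detection 60 min; Signal: luminescence from split beta-galactosidase complementation, Galacton Star/Emerald II substrate; Controls: DMSO-only wells as negative, 10 nM Apelin-13 as positive control.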
XBP1 UPR activ = activators of adaptive XBP1 UPR arm, primary screen, cell-based, CHO-XBP1 luciferase reporter, luminescence, uHTS; IRE1-XBP1 UPR activation; percent of tunicamycin response, DMSO as zero; AID 463104, 2010; activation, % at 20 µM; actives 0.33% (n = 330,000);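 active = versus positive control, 20 µM dose yields 30% or more activation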;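 also: 100% = tunicamycin at 10 µg/mL and 0% = DMSO only wells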
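Signal: luciferase luminescence; Assay system: CHO-XBP1 luciferase reporter cells; Amount: one thousand reporter cells per well; Dosing: 20 µM single concentration, DMSO 1%; Benchmarks: high control tunicamycin 10 µg/mL final, low control DMSO vehicle only; Schedule: 6 h compound exposure at 37 °C, 5% CO2; Evaluation: percent activation relative to tunicamycin reference.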
Jurkat NFkB inh = inhibitors of induced NF-kB luciferase reporter, primary screen, TCR NF-kB activation inhibitor project, cell-based, luminescence, uHTS; Jurkat, PMA/ionomycin-induced NF-kB luciferase reporter; actives 0.53% (n = 330,000); inhibition, % at 4 µM; in the data active = inhibition above about 50%
UPR CHOP act = activators of apoptotic CHOP UPR arm, primary screen, cell-based, CHO-CHOP luciferase reporter, luminescence, uHTS | UPR activation; percent of tunicamycin response over DMSO baseline | activation, % at 10 µM | actives 0.34% (n = 330,000);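 active = at 10 µM dose, activation of 40% or more, normalized to positive control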;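 also: 100% = tunicamycin at 10 µg/mL and 0% = DMSO alone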
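measured by = luciferase luminescence | assay system = CHO-CHOP cells, stable luciferase reporter of PERK-eIF2a-CHOP signalling | amount = 500 reporter cells seeded per well | timing = 6 h compound exposure at 37 °C after overnight seeding | controls = positive tunicamycin 10 µg/mL, negative DMSO alone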
APJ antag = antagonists of human apelin receptor APJ, primary screen, CHO-K1 cells, beta-arrestin complementation, luminescence; P35414; inhibition, % at 20 µM; actives 0.32% (n = 330,000); AID 2521, 2010;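 active = inhibition above about 40% at 20 µM, limit read from the data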;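 also: cells challenged with 10 nM apelin-13 agonist together with compound; plate controls were apelin-13 plus DMSO wells for no effect and DMSO wells lacking apelin-13 for full effect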
* marks the source's active call; other numbers are inactive results.

SMILES	Mdm2 MdmX PPI	tim23-1 inh	697 NFkB inh	APJ ag	XBP1 UPR activ	Jurkat NFkB inh	UPR CHOP act	APJ antag
Cc1ccc(S(=O)(=O)NNC(=O)C2CCCCC2)cc1	-13	4	-5	1	2	-9	0.5	-9
O=C(Nc1nc2ccc([N+](=O)[O-])cc2s1)c1c(F)cccc1F	-14	24	-51	-2	2	-6	5.0	20
COc1ccc(OCC(=O)NNC(=O)c2nn(C)c(=O)c3ccccc23)cc1	15	-1	25	0	-3	9	1.4	-8
CCOc1cc(CNC(CC)CO)ccc1OCC(=O)Nc1cccc(C(F)(F)F)c1 (stereo not given)	15	27	5	0	-5	-11	0.4	1
O=[N+]([O-])c1ccc(N2CCN(Cc3ccccc3)CC2)nc1	-8	-11	-2	0	-2	14	1.0	19
O=C(NCc1cccnc1)c1cn(-c2ccccc2)nc1-c1cccs1	2	-1	12	-4	0	-34	2.2	-10
COc1cccc2c(=O)n(CC(=O)Nc3cccc(F)c3)ccc12	16	-13	3	-2	-1	-4	0.8	-4
Cc1ccc(OCCOCCn2ccnc2)c(Br)c1	18	-5	-3	-3	0	2	1.3	12
CC(=O)c1ccc(S(=O)(=O)N2CCN(C(=O)c3ccc(-n4nc(C)c(Cl)c4C)cc3)CC2)cc1	-3	20	-2	1	0	23	4.1	-4
COc1cccc(C2=CC(=O)C[C@H](c3ccc4c(c3)OCO4)C2)c1OC	-25	38	-12	-1	3	-25	2.0	4
COc1ccc(N2CC(C(=O)Nc3ccc(S(=O)(=O)Nc4nc(C)cc(C)n4)cc3)CC2=O)cc1 (stereo not given)	19	7	12	-4	-1	2	-2.7	-11
O=C(NCc1ccccc1)C1=C[C@H](C2CCCCC2)C[C@H](OCCCCO)O1	1	21	3	-5	2	13	-2.5	26
CCOc1ccc(C2=CC(=O)C[C@H](c3ccc(OC)cc3)C2)cc1	-42	32	-21	-1	-2	-34	1.3	-5
Cc1ccsc1C(=O)N1CC(=O)Nc2ccccc21	18	6	-5	-1	-1	-8	-1.0	12
O=C(NCCSC1CCCCC1)c1ccccc1	-29	4	-56	3	3	-51	4.3	-11
CNC(=S)Nc1ccc(N2CCN(c3ccc(C(F)(F)F)cn3)CC2)nc1	5	16	-3	3	-4	21	1.1	10
CCC(C)COC(=O)C(C#N)c1nc2ccccc2nc1N1CCCCC1 (stereo not given)	-2	11	-23	0	0	-18	-2.1	18
C=CCSc1nc(N)c(NC(=O)c2ccco2)c(=O)[nH]1	0	5	-12	-2	-1	-4	0.3	11
CC(=O)c1cccc(NC(=O)CSC(=O)c2ccccc2)c1	2	35	-14	4	-2	12	3.2	9
CC1CC(C)(C)NC(=S)N1CC(=O)NCc1ccc(Cl)cc1 (stereo not given)	-6	-2	-1	-1	-3	3	-0.9	-2
Nc1nc(SCc2ccc(F)cc2)ns1	14	-2	-11	2	2	-17	1.9	-13
COc1cccc(CNC(=O)c2nnn(-c3ccc(OC(F)(F)F)cc3)c2N)c1	1	21	-23	3	-1	1	-1.2	-10
COc1ccnc2c1c(=O)n(Cc1ccccc1Cl)c(=O)n2C	14	21	-19	-2	-2	0	0.4	4
O=C(CCN1C(=O)/C(=C/c2cccc(Br)c2)SC1=S)Nc1cccnc1	27	-2	-15	-2	7	-2	-1.2	6
Cc1cccc(-n2c(SCC(=O)Nc3ccc4c(c3)OCO4)nnc2-c2ccoc2C)c1	-4	11	1	0	1	2	-0.8	6
CSc1nnc(C(C)(C)C)c(=O)n1/N=C/c1ccccc1	2	53*	6	1	-3	9	-0.1	17
COc1cc(/C=N/n2nnnc2N)ccc1OC(C)=O	9	9	-11	-1	-1	10	0.4	11
CCNC(=O)c1ccc(C2SCC(=O)N2Cc2ccco2)cc1 (stereo not given)	11	13	12	3	-3	13	0.4	13
COc1ccc(-c2[nH]nc3c2C2(C(=O)N(CC(=O)O)c4ccccc42)C(C#N)=C(N)O3)cc1OC (stereo not given)	-5	10	5	-2	-2	1	7.9	3
N#Cc1ccc(N2Cc3ccccc3C2=NC(=O)c2cccs2)cc1	-23	40	-52	-1	1	-9	3.8	-1

Some of the entries above in another layout.
Results follow in this order: Mdm2 MdmX PPI	tim23-1 inh	697 NFkB inh	APJ ag	XBP1 UPR activ	Jurkat NFkB inh	UPR CHOP act	APJ antag
- CC(=O)c1ccc(S(=O)(=O)N2CCN(C(=O)c3ccc(-n4nc(C)c(Cl)c4C)cc3)CC2)cc1
→ -3	20	-2	1	0	23	4.1	-4
- COc1cccc(C2=CC(=O)C[C@H](c3ccc4c(c3)OCO4)C2)c1OC
→ -25	38	-12	-1	3	-25	2.0	4
- COc1ccc(N2CC(C(=O)Nc3ccc(S(=O)(=O)Nc4nc(C)cc(C)n4)cc3)CC2=O)cc1 (stereo not given)
→ 19	7	12	-4	-1	2	-2.7	-11
- O=C(NCc1ccccc1)C1=C[C@H](C2CCCCC2)C[C@H](OCCCCO)O1
→ 1	21	3	-5	2	13	-2.5	26
- CCOc1ccc(C2=CC(=O)C[C@H](c3ccc(OC)cc3)C2)cc1
→ -42	32	-21	-1	-2	-34	1.3	-5

(list continues)
SMILES	Mdm2 MdmX PPI	tim23-1 inh	697 NFkB inh	APJ ag	XBP1 UPR activ	Jurkat NFkB inh	UPR CHOP act	APJ antag
CCc1cccc(NC(=O)C2CCCN2S(=O)(=O)c2ccc3c(c2)n(C)c(=O)c(=O)n3C)c1 (stereo not given)	10	9	18	-1	0	-12	1.6	-13
Cc1cc(=O)oc2cc(NC(=O)c3cc4ccccc4o3)ccc12	16	15	-15	0	-1	-48	3.4	1
C#CCOCCOCCOCCNc1nc(N2CCN(C(=O)[C@H](CCC(=O)O)n3cc([C@@H](N)CCCCN)nn3)CC2)nc(N2CCN(C(=O)[C@H](CCC(=O)O)n3cc([C@@H](N)CCCCN)nn3)CC2)n1	2	11	8	-1	-2	-17	-1.2	11
CC(C)CN=C(NS(=O)(=O)c1ccccc1)C(Cl)(Cl)Cl	88*	37	16	0	47*	4	9.6	-5
COc1ccc(N(C(=O)CNC(=O)c2ccco2)C(C(=O)NC2CCCC2)c2ccc(C)o2)cc1 (stereo not given)	11	-1	8	-2	-1	12	0.5	11
O=C(NCCN1CCOCC1)c1cccn2c(=O)c3c4c(sc3nc12)CCCC4	24	8	21	-4	-1	-6	-1.9	17
CC1CC(C)CN(S(=O)(=O)c2ccc3c(c2)C(C)(C)C(=O)N3C)C1 (stereo not given)	22	14	2	1	-2	-2	0.7	-5
COc1ccc(NC(=O)c2ccc(Cl)nc2)cc1S(=O)(=O)N1CCCCC1	36	-7	-14	-1	0	13	-2.2	-1
C=CCSc1nnc(-c2sc(-c3ccccc3)nc2C)n1C	-25	3	-29	-2	3	-5	1.9	-23
O=C(CSc1nnc(CNc2ccc(F)cc2)n1Cc1ccccc1)NCc1ccco1	-20	8	-7	1	-3	12	0.7	-31
COc1ccc(CN2CCNC(=O)C2CC(=O)N(C)Cc2nccs2)c(OC)c1 (stereo not given)	17	-2	-14	-2	-2	-6	0.0	3
Cc1cc(Cl)cc(C)c1OCCOCCNCc1ccccc1	34	6	0	-1	-2	-4	1.5	-20
COc1ccc(/C=C/C(=O)Nc2cc(F)ccc2C)cc1S(=O)(=O)N1CCOCC1	14	22	24	-2	-4	2	-1.4	-21
CCOC(=O)c1c(C)[nH]c(O)c1C=Nc1ccc(C(F)(F)F)cc1	12	22	2	5	0	1	5.6	11
COc1ccc(Nc2c(-c3ccc(C)cc3)nc3cnccn23)cc1	-12	35	1	-1	1	0	3.2	-11
CCOC(=O)C1=C(COC(=O)c2ccc(OC)c(OC)c2OC)NC(=O)NC1C (stereo not given)	9	1	10	-1	-1	-17	1.8	3
COc1ccccc1N1C(=NC(=O)CCC2CCCC2)SC2CS(=O)(=O)CC21 (stereo not given)	-4	-2	-12	-1	-3	-10	-0.1	18
CCOc1cc(/C=C/c2nc3ccccc3s2)ccc1OCC(=O)N1CCOCC1	4	32	16	1	1	0	1.8	-5
CCn1nnc(NC(=O)c2cc3ccccc3o2)n1	-23	3	6	-2	1	-32	6.2	5
COc1ccc(Nc2nc(NCCO)nc(OC)n2)cc1	-32	23	-20	8	-2	-17	-0.7	-34
CCOc1ccc(NC(=O)C2CCCN2C(=O)NC2CCCCC2)cc1 (stereo not given)	12	-4	6	-2	-1	-8	-0.7	-15
CCOC(=O)C1=C(COC(=O)CCS(=O)(=O)c2ccc(C)cc2)NC(=O)NC1C (stereo not given)	7	2	-30	1	1	-2	-0.6	-30
C(=N\N=C\c1ccccc1)/c1ccccc1	-18	-1	-22	-2	4	-30	2.0	14
C=CC[C@H](CC(=O)N(CCO)Cc1ccccc1)C(=O)N[C@H](COC(=O)[C@@H](CC=C)Cc1ccc(F)cc1)Cc1ccccc1	71*	9	-5	-4	0	0	10	14
Cn1cccc1/C=C1\SC(=O)N(CC(=O)Nc2ccc(F)cc2)C1=O	-28	5	-8	-1	-3	-35	-0.5	-5
COc1ccc(-n2nc(C(=O)O)c3ccccc3c2=O)cc1	17	-14	22	-3	4	1	2.4	0
COc1ccccc1/C=N/NC(=O)CNC(=O)c1ccc(S(=O)(=O)N2CCCC2)cc1	-7	10	0	-2	-1	-5	-0.9	-19
CC(C)(C)c1ccc(OCC(=O)Nc2cccc(S(=O)(=O)NC3=NCCCCC3)c2)cc1	-5	12	13	-2	0	17	-0.2	-2
COc1ccc(-c2nc(-c3ccc(C(=O)O)cc3)no2)cc1	-212	22	-315	-5	-6	-17	-5.7	-4
COCCN(C(=O)c1sc2ccccc2c1Cl)c1c(N)n(CC(C)C)c(=O)[nH]c1=O	8	24	4	-1	2	2	0.4	-7
Cc1cccc(N2CC(C(=O)Nc3nnc(SCCN4CCOCC4)s3)CC2=O)c1 (stereo not given)	39	-5	5	9	-8	-20	-1.1	13
CCCCc1n[nH]c(=S)n1Cc1ccccc1	4	8	6	-2	1	-10	4.8	-1
Cc1ccc(C(=O)Nc2ccc(C(=O)N/N=C/c3cccnc3)cc2)cc1	-2	-18	-18	-1	4	-12	0.0	5
COc1cc(/C=C2\SC(=S)N(CC(=O)NC3=NCCS3)C2=O)cc(OC)c1OC	13	-17	31	-2	0	7	2.7	1
O=C(NCCOc1ccc(Cl)cc1)C(=O)NCC1CCCO1 (stereo not given)	25	2	5	-2	-5	7	-1.2	-22
Cc1nc2ccccc2n1CCOc1ccc([N+](=O)[O-])cc1	-32	1	-48	2	0	11	-0.2	-24
O=S(=O)(c1c(F)cccc1F)C1CCN(S(=O)(=O)c2ccc3c(c2)OCCO3)CC1	-3	21	-23	-7	2	6	-0.3	9
CCn1c(=O)n(CC)c2cc(S(=O)(=O)N3CCc4ccccc43)ccc21	33	23	-57	7	0	0	-3.2	-14
NCCCC[C@@H]1NC(=O)c2cc([N+](=O)[O-])cc(I)c2SC[C@@H](C(=O)NCC(N)=O)NC(=O)CNC1=O	17	0	12	12	-1	9	-0.7	-3
